hcDAF-12 act: H. contortus DAF-12 nuclear receptor activators, primary screen, cell-based, luminescence, HEK293, lit1-tk-luc reporter. HEK293 hcDAF-12 lit1-tk-luc reporter; 0% DMSO, 100% Δ7-dafachronic acid. activation, % at 6.8 µM. 370,000 compounds, 1.4% hits. AID 652067, 2013;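 active means activation above the mean of all tested compounds plus 3 SD, cut at about 5.5% in these data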;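 further: 100% = response to 3 µM Δ7-dafachronic acid high control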
sPLA2-III inh: human group III sPLA2 inhibitors, primary screen, biochemical, QFRET, BODIPY PC-A2 liposome substrate. inhibition, % at 12.2 µM. 370,000 compounds, 0.56% hits. QFRET BODIPY PC-A2 liposome hydrolysis, fluorescence;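 active means inhibition above mean plus 3 SD of compounds lying within the high and low control bounds, cut at about 19% in these data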;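 further: 0% = median of test compound wells and 100% = no enzyme DMSO wells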
Target sequence (Q9NZ20 whole entry, looked up): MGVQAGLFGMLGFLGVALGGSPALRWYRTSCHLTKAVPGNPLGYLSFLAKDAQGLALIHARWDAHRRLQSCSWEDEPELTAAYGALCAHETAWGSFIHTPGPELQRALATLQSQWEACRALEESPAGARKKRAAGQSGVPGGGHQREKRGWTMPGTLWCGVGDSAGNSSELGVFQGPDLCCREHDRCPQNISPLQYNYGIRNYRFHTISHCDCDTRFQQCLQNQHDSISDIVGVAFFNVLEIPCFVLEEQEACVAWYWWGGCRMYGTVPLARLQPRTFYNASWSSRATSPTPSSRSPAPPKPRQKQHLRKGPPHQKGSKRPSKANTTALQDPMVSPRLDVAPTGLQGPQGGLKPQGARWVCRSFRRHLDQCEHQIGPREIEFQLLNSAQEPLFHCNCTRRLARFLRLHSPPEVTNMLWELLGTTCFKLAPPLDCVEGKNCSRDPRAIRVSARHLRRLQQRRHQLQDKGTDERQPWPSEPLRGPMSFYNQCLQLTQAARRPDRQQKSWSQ
GAA850 FXN act: FXN promoter activators, primary screen, cell-based, luciferase luminescence, HEK293 lucGAA850; HEK293 lucGAA850 FXN promoter luciferase reporter, 24 h; percent of 10 µM SAHA response; activation, % at 6 µM; 360,000 compounds, 0.56% hits;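 active means activation above the average of all compounds screened plus 3 SD, cutoff fixed separately per campaign, cut at about 7.5% in these data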;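 further: 0% = DMSO wells and 100% = 10 µM SAHA wells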
SMARCA2 act: SMARCA2 (BRM) function activators, primary screen, cell-based, luminescence, high throughput | 370,000 compounds, 1% hits | MG213 cells, MMTV-luciferase reporter, dexamethasone, overnight | activation, % at 9.1 µM | AID 652017, 2013; in the data active means activation above about 7.8%;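 further: 0% = vehicle wells and 100% = reference activator wells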
PG9 binder: binders of HIV-1 gp120 antibody PG9, primary screen, biochemical, TR-FRET. AID 624416, 2012. inhibition, % at 6.7 µM. HIV-1 gp120 / PG9 antibody interaction. 360,000 compounds, 0.43% hits. TR-FRET gp120-PG9 antibody binding; in the data active means inhibition above about 8.5%
DAX1 inh-1: DAX1 (NR0B1) inhibitors, primary screen, cell-based, HEK293, Gal4-DAX1, luciferase luminescence | AID 504766, 2011 | inhibition, % at 6.75 µM | Nuclear receptor subfamily 0 group B member 1 (Homo sapiens), P51843 | HEK293 Gal4-DAX1 luciferase reporter | 340,000 compounds, 0.99% hits;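 active means inhibition above the mean over all tested compounds plus 3 SD, cut at about 4.2% in these data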;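 further: 0% = DAX1-transfected cells with DMSO and 100% = empty-vector control cells with DMSO; inhibition shows as a rise in luminescence from relieved DAX1 repression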
Target sequence (P51843 207-470 limits assumed): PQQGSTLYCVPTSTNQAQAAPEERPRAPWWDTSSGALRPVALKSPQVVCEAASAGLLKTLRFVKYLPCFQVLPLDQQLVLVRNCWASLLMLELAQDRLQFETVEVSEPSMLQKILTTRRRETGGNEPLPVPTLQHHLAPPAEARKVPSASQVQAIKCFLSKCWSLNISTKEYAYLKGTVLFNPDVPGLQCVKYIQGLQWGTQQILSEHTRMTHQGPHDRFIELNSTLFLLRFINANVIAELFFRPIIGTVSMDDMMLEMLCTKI
NR1D1 modulator: modulators of Rev-erb alpha DNA binding, primary screen, biochemical, FITC-DNA, fluorescence polarization, uHTS | activity, % at 10 µM | Nuclear receptor subfamily 1 group D member 1 (Homo sapiens), P20393 | 370,000 compounds, 0.79% hits | AID 1259318, 2017 | Rev-erbα–FITC-DNA binding, 90 min;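 active means activity above about 14%, limit read from the data; passing the limit was not always enough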;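 further: 0% = DMSO wells with 35 nM protein and 100% = DMSO wells with 750 nM protein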
hgDAF12 agonist: H. glycines DAF-12 receptor agonists, primary screen, cell-based, luminescence, HEK293, GAL4 fusion, UAS-luciferase | Nuclear hormone receptor DAF-12 (Heterodera glycines), GAL4 fusion | HEK293 GAL4-hgDAF12 UAS-luciferase reporter, agonist luminescence; normalized to butyrate control | activation, % at 6.8 µM | 370,000 compounds, 1.8% hits | AID 687014, 2013;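 active means activation above a cutoff set at the mean of all screened compounds plus 3 SD, cut at about 10% in these data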;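 further: 0% = DMSO wells and 100% = sodium butyrate wells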
ssDAF-12 act: S. stercoralis DAF-12 nuclear receptor activators, primary screen, cell-based, luminescence, HEK293, GRIP1 co-expression, lit1-tk-luc; Nuclear hormone receptor DAF-12 (Strongyloides stercoralis); HEK293 ssDAF-12/GRIP1 lit1-tk-luc reporter; % of 3 µM dafachronic acid response; activation, % at 6.8 µM; 370,000 compounds, 1% hits; AID 652126, 2013;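 active means activation above the mean over all tested compounds plus 3 SD, cut at about 0.9% in these data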;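 further: 0% = DMSO-only wells and 100% = 3 µM delta7-dafachronic acid wells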
DAX1 inh-2: DAX1 (NR0B1) inhibitors on StAR promoter, primary screen, cell-based, luminescence, SF-1 (NR5A1), full-length DAX-1 | HEK293T StAR-luciferase reporter, SF-1/DAX-1 repression relief | inhibition, % at 6.8 µM | 370,000 compounds, 1.1% hits | AID 652010, 2013;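 active means inhibition above the mean over all tested compounds plus 3 SD, cut at about 3.6% in these data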;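 further: 0% = DAX-1 cells with DMSO and 100% = cells lacking DAX-1 with DMSO; higher inhibition means more luminescence from relief of DAX-1 repression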
PLCb3 inh: human PLC-beta3 inhibitors, primary screen, biochemical, fluorescence; 1-phosphatidylinositol 4,5-bisphosphate phosphodiesterase beta-3 (Homo sapiens), Q01970; Purified PLC-beta3, fluorogenic substrate; inhibition, % at 12.2 µM; 370,000 compounds, 0.18% hits; AID 720704, 2013; in the data active means inhibition above about 11%;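 further: 0% = median of compound wells on plate and 100% = full blocker control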
The depositor's hits bear a star; . = no result given.

SMILES | hcDAF-12 act | sPLA2-III inh | GAA850 FXN act | SMARCA2 act | PG9 binder | DAX1 inh-1 | NR1D1 modulator | hgDAF12 agonist | ssDAF-12 act | DAX1 inh-2 | PLCb3 inh
Cc1ccc(-c2nc3ncccc3o2)cc1NC(=O)c1sc2ccccc2c1Cl | 0.7 | 6 | -1.0 | -4 | 3.2 | 1.2 | -7 | -1.0 | -1.1 | -0.1 | -8
CNC(=O)OCc1snc(-c2ccccc2)c1COC(=O)NC | -1.5 | 5 | . | -4 | 0.4 | . | -7 | 2.8 | -1.6 | -1.0 | 2
CCCN(CC(=O)c1cc(C)n(C)c1C)S(=O)(=O)c1cccc(C(F)(F)F)c1 | -1.1 | 10 | -0.2 | 1 | -1.3 | -0.9 | -3 | -2.2 | -0.7 | -0.6 | 0
Cc1cccc(NC(=O)c2ccccc2C(=O)O)c1 | 0.8 | 5 | 0.7 | -3 | 0.8 | 0.0 | 2 | 3.4 | -0.4 | 0.4 | -3
O=C1CC(Sc2ccc(Cl)cc2)C(=O)N1c1ccc2c(c1)OCCO2 (stereo not given) | -0.7 | -39 | 0.7 | 8.4* | -3.1 | -0.6 | 3 | -1.4 | -0.5 | -0.4 | -1
N#Cc1ccc(Nc2nc(-c3ccccc3)cs2)cc1 | 3.6 | -21 | . | 2 | -1.3 | . | 0 | 18* | 0.7 | -0.6 | -98
CC(C)(C)c1ccc(OCC(=O)N2CCN(C=O)CC2)cc1 | 0.6 | 10 | 2.2 | 1 | -1.6 | 1.5 | -2 | 0.9 | -1.3 | -0.1 | 0
COc1ccccc1N1CCN(S(=O)(=O)c2cccc(F)c2)CC1 | -0.3 | -4 | 3.0 | 2 | 0.9 | -1.0 | 3 | -0.1 | -0.8 | -0.3 | 0
CN(C)CCNC(=O)c1onc(CSc2nc3ccccc3[nH]2)c1C(=O)NCCN(C)C | 0.0 | -4 | -1.2 | 0 | -2.2 | -0.2 | -7 | -1.0 | -0.9 | -0.2 | 2
CC1CCCCN1C(=O)CSc1nnc(-c2cccs2)o1 (stereo not given) | 4.0 | 3 | 5.5 | 8 | -4.0 | -0.1 | -4 | 7.1 | -0.5 | 1.0 | -5
CCOC(=O)C1=C(C)NC2=C(C(=O)CCC2)C1c1ccc(N(C)C)cc1 (stereo not given) | -1.4 | 5 | 0.1 | -2 | -0.7 | 0.7 | 0 | 0.0 | -0.7 | -0.4 | -91
CCN(CC(=O)Nc1ccc(OC)cc1)C(=O)c1ccc(=O)n(Cc2ccccc2)n1 | -1.0 | 6 | -1.4 | 0 | 1.2 | 0.0 | -2 | -1.9 | -0.7 | -0.8 | -6
CC(=O)Nc1ccc(S(=O)(=O)NC(C)C(=O)NCC(c2ccco2)N(C)C)cc1 (stereo not given) | -0.4 | 0 | 1.1 | 0 | -3.4 | 0.2 | -4 | 0.8 | -0.6 | 0.1 | -22
O=C(O)c1cccc2c1C(=O)c1ccc(N3CCCCC3)cc1S2(=O)=O | -1.2 | 1 | 1.3 | 1 | 0.5 | -0.4 | 2 | 1.1 | -1.1 | 0.0 | -53
CCCN(C#N)c1nc(NCC)nc(NC(C)C)n1 | -0.5 | 1 | 5.0 | 1 | -2.6 | -0.6 | -1 | 2.9 | -0.9 | -0.3 | 0
Fc1ccc(OCCCCCCN2CCCC2)cc1 | 0.1 | -5 | 5.3 | -2 | 0.2 | -0.5 | -3 | 4.2 | -1.8 | 0.4 | 0
CSc1ccccc1NC(=O)CN(C)S(=O)(=O)c1ccc(F)cc1 | 0.0 | 1 | -2.1 | -3 | 0.3 | -0.2 | -3 | -2.8 | -1.5 | 0.3 | -2
Cc1cc(/C=N\O)c(C)n1-c1ccncc1 | -1.8 | 2 | 6.8 | 0 | 0.5 | -0.3 | -3 | 0.6 | -1.1 | -0.1 | -2
CN(C)Cc1ccc(CNC(=O)COc2ccc3ccccc3c2)cc1 | -0.3 | 3 | 1.8 | -2 | -0.6 | -0.2 | -7 | -1.0 | 0.1 | -0.2 | -10
COc1cc(/C=C/C(=O)O)cc(S(=O)(=O)N(C)CCO)c1OC | -1.0 | 5 | 1.9 | -1 | 3.9 | 0.9 | 1 | 1.0 | -1.3 | -0.2 | 3
CC1=C(C)CC(C(=O)N2CCN(Cc3ccc4c(c3)OCO4)CC2)C(C(=O)O)C1 (stereo not given) | 0.2 | -2 | -0.8 | -1 | -1.6 | 0.2 | -1 | -2.0 | -1.5 | 0.7 | 1
OCCN(CCO)c1ccc2ccccc2c1 | 1.8 | 6 | 0.0 | 6 | -7.8 | 1.2 | -2 | -3.8 | -1.7 | 0.0 | -82
O=C(c1ccccc1)N1CCCCC(Sc2nnnn2-c2ccccc2)C1=O (stereo not given) | -2.3 | -13 | -1.6 | -1 | 1.9 | -0.5 | 5 | -0.9 | -1.7 | 0.0 | 0
CCC(C)n1c(=N)c(C#N)cc2c(=O)n3cccc(C)c3nc21 (stereo not given) | -0.3 | 15 | 0.1 | -3 | -0.7 | 0.6 | -7 | 3.1 | -1.6 | -0.5 | -102
O=c1cc(-c2ccccc2)nc2nc(-c3ccco3)[nH]n12 | 0.6 | 6 | 4.9 | 1 | -0.3 | -0.3 | -13 | 1.0 | -1.6 | 0.4 | -2
Next section:
SMILES | hcDAF-12 act | sPLA2-III inh | GAA850 FXN act | SMARCA2 act | PG9 binder | DAX1 inh-1 | NR1D1 modulator | hgDAF12 agonist | ssDAF-12 act | DAX1 inh-2 | PLCb3 inh
O=S(=O)(c1cccc(-c2n[nH]c(=S)n2Cc2ccccc2)c1)N1CCOCC1 | -1.0 | 9 | -0.5 | -3 | -1.7 | 1.3 | 8 | -1.1 | -0.9 | -0.3 | -6
CN(C)C(=O)c1ccc(COc2ccccc2Br)o1 | 0.3 | -12 | 4.3 | 0 | 0.4 | 3.4 | 2 | 6.6 | -0.8 | 1.3 | 2
CCOC(=O)CNC(=O)CSc1nc(C)cc(C)c1C#N | -1.3 | 2 | -1.1 | -3 | -1.1 | -0.2 | -6 | 0.6 | -1.4 | -0.6 | 0
Cc1cc(C(=O)OC(C(=O)Nc2ccc(C)c(Cl)c2)c2ccccc2)c(C)o1 (stereo not given) | 1.6 | -10 | 2.1 | -1 | -1.2 | 0.4 | 0 | 2.2 | -0.5 | -0.5 | -1
CCOCc1nnc(NC(=O)CSc2ccccc2)s1 | -0.8 | 4 | 1.7 | -2 | 0.5 | 1.4 | -2 | 2.9 | -1.1 | 0.8 | -2
Cc1c(C(=O)N(C)CCOc2ccccc2)oc2c(Cl)cccc12 | -0.3 | -3 | 2.5 | -1 | 1.1 | 0.9 | 3 | 3.4 | -0.2 | 1.4 | -5
COc1cc(C(=O)N2CCC2(C)C(=O)O)cc(OC)c1OC (stereo not given) | -0.9 | -3 | -0.1 | 0 | -0.5 | . | -4 | -1.6 | -1.1 | -1.8 | 2
Cc1ccc(CS(=O)(=O)CCC(=O)NCC2CCCO2)cc1 (stereo not given) | -1.9 | 8 | -2.1 | -1 | 1.9 | 0.5 | 1 | -1.7 | -0.9 | 0.0 | -1
Cc1ccccc1NS(=O)(=O)c1c(C(=O)N2CCCCCC2)c(C)n(C)c1C | -1.8 | -5 | 1.9 | 1 | 0.1 | 0.7 | -3 | -1.8 | -1.2 | -0.2 | -2
NC(=O)C1CCN(C(=O)NC2CC(=O)N(c3ccc4c(c3)OCCO4)C2)CC1 (stereo not given) | 1.1 | 1 | -0.2 | 0 | -1.6 | 0.1 | -5 | 2.2 | -0.6 | -1.5 | -4
CCOC(=O)N1CCN(C(=O)c2ccc3c(=O)n(CCC4=CCCCC4)c(=O)[nH]c3c2)CC1 | -2.0 | -13 | -0.1 | -3 | 0.9 | -1.1 | -2 | -2.4 | -0.8 | -1.4 | -6
Cc1cc(NC(=O)CCC(=O)N(C2CC2)C2(C(=O)NC3CCCC3)CCC(C)CC2)no1 (stereo not given) | -1.5 | 0 | 4.8 | -1 | 0.7 | -0.3 | -1 | 1.4 | -0.8 | -0.9 | 0
COc1cccc(NC(=O)c2ccc3snnc3c2)c1 | 1.8 | -5 | -1.1 | 6 | 0.5 | 2.8 | 5 | 4.6 | -1.6 | 0.1 | -2
CCCc1cn(-c2ccc3c(c2)[C@]2(CC(=O)N(C)C2c2ccccc2)C(=O)N3CC(C)C)nn1 (stereo not given in full) | -0.3 | 5 | . | 1 | . | . | 4 | 2.5 | -0.4 | -0.9 | -5
Cc1ccc(NC(=O)NCc2cccnc2)cc1C | -2.1 | 2 | 1.3 | 0 | -0.4 | 0.0 | 3 | -1.6 | -0.3 | 1.8 | -8
CCOC(=O)/C(C#N)=C/c1cn(CCC(=O)O)nc1-c1ccc(Br)cc1 | -2.2 | -86 | -0.7 | 1 | 1.9 | 0.3 | -1 | -1.4 | -2.2 | -0.5 | -29
CN(C)CCCOC(=O)c1ccc(Br)cc1 | -2.6 | -2 | -0.1 | 0 | -1.7 | 0.3 | 3 | -1.4 | -1.2 | -0.2 | -1
COC(=O)CC(NC(=O)c1cccs1)c1ccc(OC)c(OC)c1 (stereo not given) | -1.9 | 3 | 0.3 | -1 | 0.2 | -0.3 | 1 | -0.7 | -0.9 | 0.4 | 0
COc1ccc(NC(=O)c2cccnc2)cc1 | 0.0 | -1 | 4.2 | 0 | -2.1 | 3.9 | -3 | 0.9 | -1.2 | -0.5 | -4
COc1nc(OC)nc(N2CCC(C(=O)Nc3cccc4ccccc34)CC2)n1 | 2.1 | -3 | 1.5 | 4 | 0.6 | 0.1 | -3 | 2.1 | -0.6 | 2.1 | -2
CCc1ccc(NC(=O)CSc2nnc(-c3cnccn3)n2C)cc1 | -0.2 | 5 | -0.7 | 0 | -0.1 | 0.0 | 2 | 1.6 | -1.9 | 1.2 | -7

Taken from above (2 entries):
SMILES | hcDAF-12 act | sPLA2-III inh | GAA850 FXN act | SMARCA2 act | PG9 binder | DAX1 inh-1 | NR1D1 modulator | hgDAF12 agonist | ssDAF-12 act | DAX1 inh-2 | PLCb3 inh
Cc1ccc(-c2nc3ncccc3o2)cc1NC(=O)c1sc2ccccc2c1Cl | 0.7 | 6 | -1.0 | -4 | 3.2 | 1.2 | -7 | -1.0 | -1.1 | -0.1 | -8
CNC(=O)OCc1snc(-c2ccccc2)c1COC(=O)NC | -1.5 | 5 | . | -4 | 0.4 | . | -7 | 2.8 | -1.6 | -1.0 | 2

Rows were taken by chance; about 7% have a hit in one of these screens.
